PTHR1 ag = qHTS for PTHR1 Agonists: Primary Screen. Parathyroid hormone/parathyroid hormone-related peptide receptor (Homo sapiens), Q03431. HEK293 GP2 PTHR1 cells, GloSensor cAMP luminescence, 1 h. Potency, µM (doses to about 115 µM), without a hit: at the top dose activation, usual class: activators. hit rate 0.075% among 410,000. AID 743266, 2014; note: potency is the fitted concentration of half-maximal effect; nearly all actives have a fitted effect of over 55% in size; some results filed as inactive show a strong effect at the top dose; inactives centre near -15; many of its hits are not listed in these tables
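HEK-293-derived GP2 cells expressing PTHR1 and a GloSensor cAMP reporter, 3,000/well, plated overnight, given luciferin plus IBMX (each 0.5 mM as added) for 1 h at 37 °C, then compound for 1 h at 37 °C. Luminescence was read after 15 min at room temperature.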
aSyn yeast inh = qHTS of alpha-syn Inhibitors; Yeast expressing alpha-synuclein, growth rescue, BacTiter-Glo, 24 h; Potency, µM (top dose mostly 46.1 µM), inactives show at the top dose growth rescue (activation), usual class: activators; hit rate 0.14% among 370,000; note: potency is the fitted concentration of half-maximal effect; % of control where 0% means no effect; nearly all actives have a fitted effect of over 65% in size
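Galactose-induced alpha-syn yeast (OD600=0.02, raffinose-pregrown) + pinned cpd, 24 hr, 30 deg C; growth by BacTiter-Glo luminescence. Growth restoration scores as activation.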
Abeta rescue = qHTS for compounds that reverse cellular toxicity of Amyloid beta (A-beta) peptide in yeast: Primary Screen. hit rate 0.063% among 410,000. yeast expressing A-beta42, growth rescue, OD600, 48 h; response scale: 0% DMSO, 100% iron-clioquinol control. Potency, µM (titrated, usually from 46.1 µM), without a hit: top-dose growth rescue, usual class: activators. AID 1347071, 2019; note: potency is the fitted concentration of half-maximal effect; nearly all actives have a fitted effect of over 55% in size
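Yeast A-beta toxicity model in growth medium with pinned compounds, 48 h at 30 C; growth read as absorbance at 600 nm. Normalized to FeCl3/clioquinol equimolar mix (positive) and DMSO (negative).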
pAkt inh = HTS Assay for Inhibitors of Akt Phophorylation: Primary Screen. hit rate 0.32% among 360,000. Neuro2A IGF-stimulated pAkt S473 HTRF, 20 min; hits give low values. activity change, % for hits at 50 µM; in the data active = activity change below about -80%; inconclusive = mostly about -51% to -80%; note: % is set by controls: 0 for no effect and ±100 for the full control effect
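Neuro2A cells in DMEM with 0.5% FBS, overnight at 37 deg C, given compound at single 50 µM final, then IGF (6 nM final) for 20 min at 37 deg C. Lysed; phospho-Akt Ser473 by HTRF after 24 h, 665/615 ratio.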
MmCpn inh = Inhibitors of TCP-1 ring complex (TRiC) of Methanococcus maripaludis (MmCpn): qHTS; Chaperonin Mm-Cpn (Methanococcus maripaludis); purified Mm-Cpn ATPase, ADP Transcreener TR-FRET; Potency, µM (top dose mostly 76.9 µM), for inactives: at the highest dose activity, negative = inhibition, actives largely listed as inhibitors; hit rate 0.031% among 330,000; AID 504842, 2011; note: potency is the fitted concentration of half-maximal effect; % is set by controls: 0 for no effect and ±100 for the full control effect; nearly all actives have a fitted effect of over 80% in size
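Eu-cryptate anti-ADP/ADP-d2 competition gives a ratio inversely related to ADP. Enzyme at 25 nM was pre-exposed to compound for 10 min, then given 10 uM ATP for 30 min, 37°C throughout.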
GLP1R cytotox = qHTS of GLP-1 Receptor Inverse Agonists: Cytotox Screen; HEK293 cAMP-luciferase reporter cells, luminescence, 24 h; Potency, µM (highest dose often 38.3 µM), inactives show top-dose activity change, negative = inhibition, usual class: inhibitors; hit rate 0.13% among 410,000;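 note: loss of luciferase light is scored as toxicity; potency is the fitted concentration of half-maximal effect; % is set by controls: 0 for no effect and ±100 for the full control effect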
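Seeding density was 200 cells/uL; after overnight-length (12 h) culture, 23 nL compounds went on for 24 h at 37 °C. Readout used a luciferase detection reagent, luminescence taken after 12 min at room temperature.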
FUS suppressor = qHTS for Suppressors of FUS Proteinopathy: Primary screen using FUS-linked yeast assay. S. cerevisiae FUS-expressing, growth rescue, OD600, 24 h. hit rate 0.24% among 390,000. Potency, µM (top dose mostly 76.6 µM), for the others: at the highest dose growth rescue (activation), most hits filed as activators. AID 1347120, 2019;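 note: potency is the fitted concentration of half-maximal effect; plate controls were DMSO vehicle for no effect and reference control for full effect; nearly all actives have a fitted effect of over 55% in size; some results filed as inactive show a strong effect at the top dose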
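Steps: raffinose overnight preculture; dilution to OD 0.005 in 2% galactose minimal medium; compound addition (concentration series); 24hr at 30C, 99% humidity; absorbance read at 600 nm.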
TDP43 rescue = qHTS of TDP-43 Inhibitors | Potency, µM (top dose mostly 46.1 µM), inactives show top-dose growth rescue (activation), hits mostly activators | hit rate 1.8% among 410,000 | TDP-43 expressing yeast growth rescue, BacTiter-Glo, 24 h; note: potency is the fitted concentration of half-maximal effect; % of control where 0% means no effect; nearly all actives have a fitted effect of over 50% in size
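Galactose-induced TDP-43 yeast, OD600=0.02, compound pinned; 24 hr, 30 deg C; BacTiter-Glo luminescence for growth. Inhibitors of TDP-43 toxicity read as activators.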
GLP1R inv ag = qHTS of GLP-1 Receptor Inverse Agonists (Inhibition Mode) | Glucagon-like peptide 1 receptor (Homo sapiens), P43220 | HEK293 GLP-1R CRE-luciferase, luminescence, 24 h; GLP-1R form is constitutively active | Potency, µM (doses to about 38.3 µM), inactives show at the top dose activity change, negative = inhibition, usual class: inhibitors | hit rate 1.6% among 410,000; note: potency is the fitted concentration of half-maximal effect; % is set by controls: 0 for no effect and ±100 for the full control effect; nearly all actives have a fitted effect of over 55% in size
Target sequence (P43220 whole entry, looked up): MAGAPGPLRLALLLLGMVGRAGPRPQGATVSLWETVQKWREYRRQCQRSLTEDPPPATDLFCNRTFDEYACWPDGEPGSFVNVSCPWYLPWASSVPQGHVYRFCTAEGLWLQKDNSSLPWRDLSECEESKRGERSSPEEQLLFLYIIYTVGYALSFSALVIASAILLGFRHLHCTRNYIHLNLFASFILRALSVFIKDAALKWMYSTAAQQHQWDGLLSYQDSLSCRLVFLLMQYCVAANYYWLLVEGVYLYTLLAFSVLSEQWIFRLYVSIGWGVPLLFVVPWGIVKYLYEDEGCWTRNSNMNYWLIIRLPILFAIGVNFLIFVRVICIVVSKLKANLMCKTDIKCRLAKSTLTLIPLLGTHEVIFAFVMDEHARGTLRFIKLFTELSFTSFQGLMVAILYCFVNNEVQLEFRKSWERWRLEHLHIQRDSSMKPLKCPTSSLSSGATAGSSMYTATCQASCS
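Seeding at 200 cells/uL, 12 h culture, 24 hr compound treatment, then luciferase reagent and a luminescence read; cells are HEK293 stably expressing a constitutively active GLP-1R plus cAMP-responsive luciferase.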
An asterisk follows results filed as active; i = inactive; u = inconclusive; x = no result given; & = joins results of further samples; [ ] = remark or other dose. Unless noted, calls come from the whole dose curve; as a rule, active = well fitted curve in the direction sought with a large enough effect; inconclusive = small, poorly fitted or top-dose-only effect, or another doubt; inactive = no such curve, though single readings can be large; an effect the other way counts as inactive or inconclusive. An excerpt, so the mix of outcomes need not match the whole.

SMILES	PTHR1 ag	aSyn yeast inh	Abeta rescue	pAkt inh	MmCpn inh	GLP1R cytotox	FUS suppressor	TDP43 rescue	GLP1R inv ag
Cn1c(SCC(=O)NCc2ccc3c(c2)OCO3)nnc1-c1c[nH]c2ccccc12	-5%[57.5 µM]	-3%	2%	i	-1%	-1%	18%	-13%	3%
CCn1cc(/C=C(\NC(=O)c2ccc(OC)cc2)C(=O)N2CCN(C)CC2)c2ccccc21	-20%	2%	2%	i	1%	-1%	11%	11%	0%
COc1cccc(CNC(=O)CN2C(=O)CSc3ccc(S(=O)(=O)N4CCCC4)cc32)c1	i	2%	5%&-15%	i	3%	-6%&-2%	1%&22%	11%&5%	-9%&-18%
CCOC(=O)Cc1nnc(Nc2ccc(C)cc2C)c2ccccc12	i	-12%	2%	i	-10%	-6%	x	3%	u
COc1cc2c(cc1OC)CN(C(=S)Nc1ccc(OC(F)F)cc1)CC2	-2%	1%	2%	i	4%	-20%	-12%	19%	u
CC(=O)C[C@H](O)CC(=O)[C@@H]1OC(=O)CCCCCCCCc2ccccc21	i	13%	1%	i	-2%	1%	25%	11%	u
O=C(COc1cccc2cccnc12)NCc1cccs1	-3%	-4%	6%	i	3%	-27%	12%	-9%[0.397 µM]	99%[activator]
O=S(=O)(Nc1ccc(Br)cc1F)c1ccc2nc(-c3ccccc3)[nH]c2c1	-2%	x	-3%	x	x	-15%	-20%	22%	u
FC(F)(F)c1ccccc1/C=N/Nc1ccccn1	-47%[inhibitor]	-4%	5%	i	2%	0%	-19%	10%	u
CCc1c(C)sc2nc(SCC(=O)Nc3cc(C)on3)n(CCOC)c(=O)c12	-6%[57.5 µM]	-10%	12%	i	0%	-8%	-26%	-2%	26%
COc1ccc(-c2oc3ncn4nc(-c5ccccc5Cl)nc4c3c2-c2ccc(OC)cc2)cc1	i	x	-6%	x	x	-5%	-8%	18%	6%
Cc1ccc(S(=O)(=O)CCC(=O)Nc2ccc(OC(F)(F)F)cc2)cc1	i	x	-1%	x	x	-5%	3%	18%	-23%
Cc1cc(/C=C(\C#N)c2nc3ccccc3[nH]2)c(C)n1C	-20%	3%	4%	i	-7%	19%	x	-1%	13%
CC1=N/C(=C\c2ccc([N+](=O)[O-])cc2)C(=O)N1c1cc(Cl)ccc1C	-30%[57.5 µM]	1%	-3%	i	1%	0%	-16%	0%	0%
O=C1CN(S(=O)(=O)c2cc(C(F)(F)F)ccc2Cl)CCN1	i	1%	7%	i	3%	-4%	x	-11%	9%
COc1ccc(Br)cc1CNC(=O)C1CCCN(S(=O)(=O)N2CCC(C)CC2)C1 (configuration not stated)	-6%	-1%	9%	i	x	u	u	28%	u
O=C(/C=C/c1cccc(F)c1)N1CCc2ccccc21	-8%	1%	-4%	i	1%	-19%	0%	14%	u
Cc1cc([N+](=O)[O-])nn1CC(=O)N/N=C/c1ccc(O)cc1O	i	0%	-27%	i	0%	-21%	-16%	14%	u
CCOc1ccc(OC(=O)c2cn(-c3cccc(OC)c3)c(=O)c3ccccc23)cc1	i	x	6%	x	x	3%	30%	11%	6%
O=C(Cn1c(=O)n(CCc2ccccc2)c(=O)c2cccnc21)Nc1ccc(F)cc1	-5%	x	-10%	x	x	-8%	5%	16%	-20%
CCCCOC(=O)CSc1nnc(-c2ccccc2)o1	i	x	-6%	x	x	5%	-23%	15%	-3%
CC(C)C(c1nnnn1Cc1ccc(F)cc1)N1CCN(C2CCCC2)CC1 (configuration not stated)	i	-7%	-16%	i	1%	-4%	-21%	6%	-2%
Nc1c(-c2cccc(Cl)c2)cnc2c(-c3ccccc3)cnn12	-10%	1%	14%	i	-1%	0%	1%	1%	31%[activator]
CC(C)(C)c1cc(N)n2nc(C(C)(C)C)cc2n1	-20%	3%	0%	i	1%	2%	-3%	5%	-6%
COc1ccc(/C=C(\C#N)C(=O)OCC(=O)NCc2ccccc2Cl)cc1	-17%	-4%	-2%	i	-1%	-8%	8%	0%	3%
(continued)
SMILES	PTHR1 ag	aSyn yeast inh	Abeta rescue	pAkt inh	MmCpn inh	GLP1R cytotox	FUS suppressor	TDP43 rescue	GLP1R inv ag
CS(=O)(=O)N(CC(=O)N1CCCCCC1)c1cc(Cl)ccc1Cl	-22%	-1%	10%	i	1%	2%	-5%	15%	-20%
CC(C)(C)CN1CCNC[C@H]1Cc1cccc2ccccc12	-23%	-3%	-9%	i	1%	-2%	-26%	4%	-20%
Cc1ccc(SCC(=O)OC(C)C(=O)N2CCc3ccccc32)cc1 (configuration not stated)	-36%	1%	-1%	i	0%	0%	12%	-2%	u
Cc1ccc(NS(=O)(=O)c2ccc3c4c(cccc24)C(=O)N3)c(C)c1	i	x	-10%	x	x	-2%	u	17%	5%
O=C(NN1C(=O)c2ccccc2NC1c1ccoc1)c1ccc([N+](=O)[O-])cc1 (configuration not stated)	-43%[inhibitor]	5%	0%	i	0%	-1%	-29%	14%	-4%
CCOC(=O)Cc1csc(NS(=O)(=O)c2cccc([N+](=O)[O-])c2)n1	-7%	-1%	-1%	i	1%	4%	-5%	1%	8%
CN1CCN(CC(=O)NN2CC(=O)N(c3ccc(F)cc3)CC2=O)CC1	i	0%	-2%	i	0%	-23%	-8%	22%	3%
COc1cc(/C=C2/C(C)=C(C#N)c3nc(N)c(C#N)c(C)c32)ccc1OCC(=O)O	i	-11%	5%	i	-6%	-4%	25%	21%	22%
Cc1cccc(NS(=O)(=O)c2ccc(C)c(C(=O)NC3CCN(Cc4ccccc4)CC3)c2)c1	-70%[inhibitor]	-10%	-22%	i	x	-13%	9%	-12%	u
Cc1ccc(NS(=O)(=O)c2ccc(NC(=O)c3cccs3)cc2)c(C)c1	-6%	4%	8%	i	3%	-12%	6%	1%	u
CCOc1ccc(S(=O)(=O)NC(Cc2cnc[nH]2)C(=O)O)cc1 (configuration not stated)	i	-14%	2%	i	1%	7%	-10%	16%	43%[activator]
O=c1c2cc(NC(=S)N3CCCCC3)ccc2nc2n1CCCCC2	-6%	-1%	-6%	i	1%	6%	25%	-4%	u
CCCn1c(=O)n(-c2ccccc2Cl)c(=O)c2sc3ccccc3c21	-32%	x	-7%	x	x	3%	-16%	8%	11%
CCOc1ccc(N2CC(C(=O)NCc3ccccn3)CC2=O)cc1 (configuration not stated)	-7%	3%	-4%	i	1%	-10%	3%	-3%	0%
COc1ccc(CNc2ncccc2[N+](=O)[O-])cc1	-20%	13%	11%	i	-3%	-1%	-8%	20%	-1%
COC(=O)c1cc2sccc2n1Cc1ccccc1	i	x	u	x	x	15%	3%	10%	u
c1coc(-c2nnc3n2C2(CCCC2)Cc2ccccc2-3)c1	-10%[57.5 µM]	4%	-8%	i	-1%	-2%	23%	1%	-1%
O=C(Nc1cccc2ccccc12)c1cc2c(cc1Br)OCO2	u	3%	13%	i	-2%	-1%	-23%	u	-26%
COCCSc1nnc(NC(=O)C2CC(=O)N(c3ccc(C)cc3)C2)s1 (configuration not stated)	-13%	-2%	-2%	i	0%	1%	-10%	-2%	5%
O=C(Nc1nnc(/N=C/c2ccco2)s1)c1ccc(F)cc1	i	-11%	-15%	i	-3%	-19%	30%	-7%	17%
COC(=O)c1ccc(N(CC(=O)NC2CCCC2)C(=O)CNC(=O)c2cccs2)cc1	i	-1%	-9%	i	1%	2%	20%	1%	0%
CC(=O)O[C@H]1C(=O)[C@]2(C)[C@H]([C@H](OC(=O)c3ccccc3)[C@]3(O)C[C@H](OC(=O)[C@H](O)[C@@H](NC(=O)c4ccccc4)c4ccccc4)C(C)=C1C3(C)C)[C@]1(OC(C)=O)CO[C@@H]1C[C@@H]2O	-28%	12%	-8%	i	x	-29%	-7%	20%	-59%
